Source: PubChem BioAssay
LAP4 TOR yeast: alters LAP4-GFP fluorescence in TOR pathway yeast screen | S. cerevisiae LAP4-GFP multiplex, flow cytometry GFP, 3 h; median GFP as percent of DMSO wells | GFP response vs DMSO, % at 10 µM | 320,000 compounds, 0.34% hits;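 active means GFP response vs DMSO above a set limit, about the screen mean plus 3 SD, cut at about 150% in these data; inconclusive means under 70 cell events counted for the yeast strain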
RPL19A-GFP yeast: yeast TOR pathway RPL19A-GFP modulation. S. cerevisiae RPL19A-GFP strain, flow cytometry, 3 h; hits give low values. 330,000 compounds, 0.3% hits. AID 2025. percent response vs DMSO, % at 10 µM;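 active means percent response vs DMSO below 50%; inconclusive means fewer than 70 events counted for the yeast strain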;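 further: median channel GFP fluorescence of the barcoded RPL19A-GFP strain; ratio of sample median GFP to plate DMSO average so 100% = DMSO; lower means less RPL19A-GFP as with rapamycin TOR inhibition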
proCasp3 act: activates human procaspase-3. P42574. activation, % at 8.5 µM. 330,000 compounds, 0.11% hits. recombinant procaspase-3 D3A, Ac-DEVD-pNA absorbance 405 nm;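 active means activation above the mean of all tested compounds plus 3 SD, cut at about 21% in these data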;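 further: 0% = DMSO alone and 100% = DMSO wells spiked with extra 5 µM PC-3 D3A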
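Assay system: Procaspase-3 D3A mutant, all three cleavage aspartates alanine. Buffer or medium: Zinc-free HEPES saline buffer with Triton X-100. Times: 1 h compound preincubation, 2 h substrate hydrolysis at 25 °C. Measured by: 405 nm absorbance of p-nitroaniline, reads at 0 and 120 min. Read-out basis: percent activation relative to control range. Replicates: singlicate.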
proCasp7 act: counter-screen for procaspase-3 activators: activators of human procaspase-7; P55210; recombinant procaspase-7, Ac-DEVD-pNA absorbance 405 nm; D23A/D198A/D206A triple mutant, cannot self-cleave; scale: DMSO 0, 5 µM enzyme 100; activation, % at 8.5 µM; 330,000 compounds, 0.093% hits;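 active means percent activation above the screen-wide mean plus 3 SD, cut at about 25% in these data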
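Assay system – Uncleavable procaspase-7 mutant enzyme · Quantity – 2 µM procaspase-7 mutant as dispensed · Times – 1 h preincubation, 2 h reaction · Dosing – single nominal 8.5 µM compound dose, 0.8% DMSO final · Buffer or medium – Zinc-free 50 mM HEPES buffer, pH 7.4, with NaCl and Triton X-100 · Detection – Epi-absorbance of released pNA at 405 nm, two timepoints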
AHR act: activates the human aryl hydrocarbon receptor | AHR-responsive luciferase reporter cells, luminescence | P35869 | AID 2796 | 320,000 compounds, 2.5% hits | activation, % at 5 µM; in the data active means activation above about 47%;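 further: 0% = vehicle wells and 100% = reference agonist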
Target sequence (P35869 whole entry, looked up): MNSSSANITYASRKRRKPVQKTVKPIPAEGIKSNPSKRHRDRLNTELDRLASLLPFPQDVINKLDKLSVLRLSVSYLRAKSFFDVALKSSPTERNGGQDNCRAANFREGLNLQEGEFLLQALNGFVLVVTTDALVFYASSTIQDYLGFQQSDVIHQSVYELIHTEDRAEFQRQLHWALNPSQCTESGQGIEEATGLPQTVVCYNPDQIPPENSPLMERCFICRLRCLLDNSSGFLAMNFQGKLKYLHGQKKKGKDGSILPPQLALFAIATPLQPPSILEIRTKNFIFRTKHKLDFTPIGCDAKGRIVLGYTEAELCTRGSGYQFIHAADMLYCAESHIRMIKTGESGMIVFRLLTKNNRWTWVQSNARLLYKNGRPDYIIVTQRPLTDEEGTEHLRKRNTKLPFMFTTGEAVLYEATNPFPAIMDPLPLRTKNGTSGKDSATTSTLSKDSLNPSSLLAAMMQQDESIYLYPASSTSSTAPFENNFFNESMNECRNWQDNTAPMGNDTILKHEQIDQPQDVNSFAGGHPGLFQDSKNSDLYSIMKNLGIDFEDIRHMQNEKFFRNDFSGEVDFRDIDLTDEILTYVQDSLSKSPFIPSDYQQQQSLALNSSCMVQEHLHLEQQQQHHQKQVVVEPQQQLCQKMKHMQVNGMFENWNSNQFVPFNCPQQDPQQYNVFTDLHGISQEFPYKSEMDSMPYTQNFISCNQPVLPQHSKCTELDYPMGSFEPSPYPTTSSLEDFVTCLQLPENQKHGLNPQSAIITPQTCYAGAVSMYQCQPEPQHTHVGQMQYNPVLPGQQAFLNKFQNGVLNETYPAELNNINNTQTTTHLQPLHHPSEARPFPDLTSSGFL
CIT2 TOR yeast: alters CIT2-GFP fluorescence in TOR pathway yeast screen; S. cerevisiae CIT2-GFP strain, flow cytometry, 3 h; 100 means same as DMSO wells; GFP response vs DMSO, % at 10 µM; 320,000 compounds, 0.065% hits;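 active means GFP response relative to DMSO above a set limit, near the screen mean plus 3 SD, cut at about 150% in these data; inconclusive means Fewer than 70 cells measured for a yeast strain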;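 further: ratio of well median GFP fluorescence to mean of DMSO wells on the plate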
MEP2-GFP yeast: yeast TOR pathway MEP2-GFP modulation; AID 2016; GFP response vs DMSO, % at 10 µM; S. cerevisiae MEP2-GFP strain, flow cytometry GFP, 3 h; 100% = DMSO control level; 330,000 compounds, 0.51% hits;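 active means GFP response versus DMSO above a set limit, roughly screen mean plus 3 SD, cut at about 180% in these data; inconclusive means fewer than 70 cells counted for a yeast strain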;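 further: median GFP fluorescence of the barcode-gated MEP2-GFP cells per well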
AGP1 TOR yeast: alters AGP1-GFP fluorescence in TOR pathway yeast screen; GFP response vs DMSO, % at 10 µM; 320,000 compounds, 0.02% hits; S. cerevisiae AGP1-GFP multiplex flow cytometry, 3 h; GFP as percent of DMSO wells;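 active means GFP response relative to DMSO above a set limit, near screen average plus 3 SD, cut at about 150% in these data; inconclusive means fewer than 70 cells counted for the yeast strain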;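 further: median GFP channel fluorescence of the gated AGP1 strain per well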
Numbers without * were called inactive; ? = inconclusive; · = not tested or not shown. Hits appear at their usual frequency. Share with any hit: about 3.5%.

Every second line gives: AGP1 TOR yeast, MEP2-GFP yeast, proCasp3 act, proCasp7 act, RPL19A-GFP yeast, CIT2 TOR yeast, LAP4 TOR yeast, AHR act
- CC1CC(C)CN(C(=O)C(C)N(C)CC(=O)Nc2ccc(Cl)cc2)C1 (configuration not stated)
    95, 101, 1, 7, 96, 95, 101, 4
- CCOC(=O)c1cc(-c2csc(-c3ccc(C(C)(C)C)cc3)n2)on1
    101, 96, -1, 3, 94, 96, 99, 1
- O=C(CCn1c(=O)c2cccn2c2ccc(F)cc21)NCc1cccc(F)c1
    100, 101, 0, -5, 98, 99, 100, -3
- COc1cccc(N=C2SC(C(=O)Nc3ccc(F)cc3)CC(=O)N2C)c1 (configuration not stated)
    97, 107, 2, 0, 96, 97, 105, 0
- COc1ccc(/C=N/NC(=O)c2c(C)nc3ccccn23)cc1[N+](=O)[O-]
    104, 99, -7, 4, 101, 95, 101, 0
- CC(=O)C[C@H]1c2ccccc2S(=O)(=O)N1C1CCCC1
    100, 105, 13, -2, 95, 103, 98, 2
- C=CCn1c(COc2cccc3cccnc23)nnc1SCC(=O)OC
    100, 94, -2, -7, 101, 102, 109, 13
- CCC(=O)N1CCN(c2nc(C)nc3sc(C)c(C)c23)CC1
    100, 101, 12, 7, 100, 102, 104, -1
- O=C(CN1CCN(c2ccc([N+](=O)[O-])cc2)CC1)Nc1nccs1
    102, 103, 6, 6, 102, 100, 92, -1
- COC(=O)c1ccccc1NC(=O)c1cc(-c2cccs2)on1
    97, 98, 4, 8, 97, 98, 107, 2
- O=C(N1CCOCC1)N1CCN(S(=O)(=O)c2ccc(Cl)cc2)C1
    99, 103, 0, -1, 107, 109, 91, 0
- Cn1c(NC(=O)c2cccc(Cn3cc(Cl)cn3)c2)nc2ccccc21
    94, 93, 1, 4, 92, 95, 99, 3
- O=C(CSc1ncn[nH]1)Nc1cc(S(=O)(=O)N2CCCC2)ccc1Cl
    104, 108, 2, -5, 100, 111, 92, -2
- CCOc1ccccc1NC(=O)Cn1c(=O)n(-c2ccccc2)c(=O)c2oc3ccccc3c21
    115, 105, 8, 18, 112, 117, 105, 3
- Cc1ccc(Oc2nc3ccccn3c(=O)c2/C=C(\C#N)C(=O)Nc2c(C)n(C)n(-c3ccccc3)c2=O)c(C)c1
    96, 102, 1, -11, 101, 96, 100, 17
- Cc1ccc(C(=O)N/C(=C/c2ccc(Cl)cc2)C(=O)N2CCOCC2)cc1
    ?, ?, 4, -1, ?, ?, ?, 18
- O=C(CC1NC(=O)NC1=O)NC1(C(=O)NC2CCCCC2)CCCCC1 (configuration not stated)
    97, 95, 1, -17, 98, 86, 93, 1
- O=C(c1cn(-c2ccccc2)nc1-c1cccs1)N1CCN(c2ccc(F)cc2)CC1
    99, 103, 4, 5, 97, 93, 103, 12
- Cc1coc2cc3oc(=O)c(Cc4ccccc4)c(C)c3cc12
    97, 102, 3, 2, 106, 94, 112, 26
- CC(C)CCn1c2ccccc2c2cc(CC(N)=O)ccc21
    97, 92, 1, 3, 95, 94, 110, -1
- CC1CC(=O)N(CC(=O)NCc2ccc3c(c2)OCO3)c2ccccc2S1 (configuration not stated)
    96, 99, -6, 5, 97, 92, 104, 2
- O=C(NNS(=O)(=O)c1ccc(F)cc1)c1cc2ccccc2cc1O
    96, 105, 11, -4, 101, 97, 91, 1
- O=C(NCc1csc2ccc(Cl)cc12)Nc1cccc2ccccc12
    99, 98, -4, 4, 97, 89, 100, 0
- CCCCCn1c(CN2CCN(Cc3ccccc3)CC2)nc2c1c(=O)[nH]c(=O)n2C
    93, 105, 1, -6, 90, 94, 95, 2
- COCCN1CC(=O)N2C(c3cccc(C)c3)c3[nH]c4ccccc4c3C[C@H]2C1=O (some centres not stated)
    104, 106, -7, 2, 107, 101, 94, 10
- CCCC(=O)NC(c1ccc(OC)cc1)c1ccc2cccnc2c1O (configuration not stated)
    107, 99, 2, -1, 102, 106, 97, 5
- O=C(c1ccc(CS(=O)c2ccccc2Cl)o1)N1CCN(c2ccccn2)CC1 (configuration not stated)
    91, 90, 9, -4, 93, 93, 80, 59*
- O=C(COC(=O)c1c2c(nc3ccccc13)/C(=C\c1cccs1)CCC2)Nc1ccccc1
    84, 110, -34, -32, 89, 94, 112, 0
- COc1ccc(C(CNC(=O)C(CC(C)C)NS(=O)(=O)c2ccc(C)cc2)N2CCOCC2)cc1 (configuration not stated)
    101, 99, -4, -1, 97, 88, 95, 1
- CN(C)S(=O)(=O)c1cc(NC(=O)CNCc2ccccc2)ccc1Cl
    102, 100, -13, 18, 101, 103, 95, 5
- Cc1nc(N2CCOCC2)nc(N2CCCCC2)c1[N+](=O)[O-]
    100, 101, -3, -2, 106, 102, 96, 1
- CC1CCN(c2c(NCc3ccc(C(=O)NCC4COc5ccccc5O4)cc3)c(=O)c2=O)CC1 (configuration not stated)
    100, 97, 7, 6, 103, 107, 92, -4
- O=C(NCc1ccccc1)c1cccc(S(=O)(=O)N2CCOCC2)c1
    97, 116, -1, 10, 102, 123, 105, 0
- CCN(C[C@H]1N[C@@](CC)(C(=O)OC)[C@H]2C(=O)N(Cc3ccccc3)C(=O)[C@@H]12)C(=O)COc1ccccc1
    101, 96, -4, -6, 104, 106, 95, 0
- O=C(CN1C(=O)S/C(=C\c2ccccc2F)C1=O)NCCCn1ccnc1
    68, 103, -4, -7, 90, 88, 89, 4
- CCOC(=O)CCc1c(C)nc(SCCN2CCCC2)c(C#N)c1C
    109, 104, -16, 6, 105, ·, 105, 1
- CCOc1ccccc1N(CC)C(=O)Cn1ncc2c(=O)oc3ccccc3c21
    99, 102, -8, 13, 108, 102, 112, 1
- Cc1ccc(-c2cc(C(=O)N/N=C/c3cccnc3)c3ccccc3n2)cc1C
    100, 96, -3, 2, 93, 85, 101, 36
- CC(=O)OCCN1CCN(C(=O)CN2C(=O)NC(c3ccccc3)(c3ccccc3)C2=O)CC1
    97, 105, -5, -9, 104, 103, 94, 11
- CC1CCCN(C(=O)Cn2c(-c3nonc3N)nc3ccccc32)C1 (configuration not stated)
    104, 106, -3, -13, 103, 108, 105, 2
- O=C(c1cn(-c2ccccc2)nc1-c1ccc(F)cc1)N1CCOCC1
    97, 97, -5, 3, 95, 100, 99, 4
- Nn1c(Cc2ccccc2F)nnc1SCCOc1ccc(Cl)cc1
    94, 91, -3, 2, 90, 86, 88, 1
- O=C(CSC1CS(=O)(=O)c2cc([N+](=O)[O-])ccc21)NNC(=O)c1ccc(Cl)cc1 (configuration not stated)
    ·, 107, -3, -10, 105, ·, ·, -3
- O=C(Nc1cccc(S(=O)(=O)N2CCOCC2)c1)c1ccccc1[N+](=O)[O-]
    96, 96, 1, -2, 93, 96, 95, 2
- CC1(C)SC(=Nc2ccccc2)N(S(=O)(=O)c2ccccc2)C1=O
    107, 100, -7, -12, 103, 105, 100, -1
- CCc1cc(Cn2nc(-c3ccccc3)cc2C(=O)NCc2cccs2)on1
    98, 99, 3, -7, 98, 85, 96, 3
- COc1ccc(-c2nc(C#N)c(N3CCC(C(N)=O)CC3)o2)cc1OC
    91, 92, -2, -3, 87, 84, 90, 9
- Cc1ccc(CSc2ccc(S(=O)(=O)N3CCOCC3)cn2)cc1
    103, 108, -5, -3, 100, 95, 110, 0
- CCOC(=O)CN1C(=O)S/C(=C/c2cc(C)n(C)c2C)C1=O
    98, 96, -1, 3, 99, 98, 110, -8
- CSc1nnc(-c2ccncc2)n1CCCN1CCCC1=O
    100, 97, 2, 1, 101, 101, 99, -2
- COc1ccccc1C(CNC(=O)c1ccc(OCc2c(C)noc2C)cc1)N1CCCC1 (configuration not stated)
    91, 96, 0, 4, 93, 90, 85, 0
- Cc1cc2c(n1-c1ccc(C(=O)O)cc1)CCCCC2
    99, 106, ·, ·, 103, 100, 97, ·
- CN(C)Cc1ccccc1COc1ccccc1
    105, 106, -12, -1, 104, 104, 101, -1
- O=C(c1cccnc1)N1CCN(Cc2cccc(Br)c2)CC1
    108, 113, -1, 4, 104, 101, 104, -2
- CCC1CCc2c(sc3nc(SCC(=O)NCc4ccco4)n(-c4ccccc4)c(=O)c23)C1 (configuration not stated)
    103, 103, 4, 4, 93, 109, 97, 0
- N#CNc1nc(O)cc(=O)[nH]1
    101, 92, -5, -7, 103, 103, 91, 0
- c1cc2ccc3ccc(-n4cnnn4)c4ccc(c1)c2c34
    97, 95, -1, 5, 96, 101, 94, -2
- Cc1cc(C)c(NC(=O)CS)c(Cl)c1
    101, 114, -3, -19, 102, 107, 106, 2
- COC(=O)C1=C[C@@H](C(=O)OC)[C@@H]2C3=C(C(=O)[C@@]2(C)NC(=O)c2ccccc2)[C@H](c2ccccc2)n2c(=O)n(-c4ccccc4)c(=O)n2[C@@H]3C1
    102, 98, 5, 1, 100, 99, 91, 0
- Cc1cc(NC(=O)c2cc(Cl)ccc2Cl)no1
    100, 103, 5, -6, 99, 105, 102, -1
- Cn1cc(CN2CCC(n3nccc3NC(=O)c3ccccc3Cl)CC2)c2ccccc21
    96, 98, 1, 1, 97, 96, 89, 4

Retrieved one by one from above (three):
Every second line gives: AGP1 TOR yeast, MEP2-GFP yeast, proCasp3 act, proCasp7 act, RPL19A-GFP yeast, CIT2 TOR yeast, LAP4 TOR yeast, AHR act
- Cc1ccc(CSc2ccc(S(=O)(=O)N3CCOCC3)cn2)cc1
    103, 108, -5, -3, 100, 95, 110, 0
- COc1ccc(-c2nc(C#N)c(N3CCC(C(N)=O)CC3)o2)cc1OC
    91, 92, -2, -3, 87, 84, 90, 9
- CN(C)Cc1ccccc1COc1ccccc1
    105, 106, -12, -1, 104, 104, 101, -1
